Screening results: PubChem BioAssay, several laboratories
IL1B NFkB pot: enhances IL-1B driven NFkB nuclear translocation; activation, % at 2 µM; HUVEC IL-1B NFkB p65 nuclear translocation imaging; AID 819; actives 0.3% (n = 94,000);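 active means activation above 40%, about the mean plus 3 SD, also judged a hit on visual image review; inconclusive means activation above 40% but not a hit on visual review; inactive means activation not above 40% and no visual hit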;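 further: percent activation is computed from the nuclear over cytoplasmic p65 intensity ratio; values of inactives mirror those of a sister screen read the other way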
MRP reversal: compounds reversing MRP-mediated drug resistance | H69AR cells + 2 uM doxorubicin, CellTiter-Glo, 72 h | differential viability (reversal), % at 10 µM | actives 0.04% (n = 85,000) | AID 602;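 active means viability drop by adding the cancer drug above about 55%, with treated viability meeting a 40% cutoff, limit read from the data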;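 further: viability without doxorubicin minus viability with 2 µM doxorubicin for each compound; larger differential means the compound sensitizes cells more to doxorubicin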
PLAP inhibitors HTS: PLAP enzyme inhibitors, biochemical, luminescence, HTS (AID 690); one-dose inhibition, % at 20 µM; IC50 in µM for titrated hits; purified PLAP, luminescent substrate; higher % means a stronger effect; actives 0.08% (n = 96,000); in the data active means a potency from the dose series; inactive means the rest, 99 in 100 with inhibition below about 30%; further: strong numbers were not always called active
Bcl-B displacement: displacers of TR3 peptide from Bcl-B, primary screen, selectivity assay for Bfl-1 inhibitor project, biochemical, fluorescence polarization | actives 0.11% (n = 96,000) | FP displacement of FITC-TR3 peptide from Bcl-B; higher % means a stronger effect | displacement, % at 20 µM; hits with a dose series show IC50 in µM;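 active means displacement above 50% at 20 µM plus a fluorescence interference ratio under 1.5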;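 further: plate controls were wells without compound for no effect and wells lacking Bcl-B protein for full effect; a part of the inactive calls stands beside numbers as strong as those of hits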
IL1B NFkB inh: blocks IL-1B driven NFkB nuclear translocation in HUVEC cells. actives 0.43% (n = 94,000). inhibition, % at 2 µM. HUVEC IL-1B NFkB p65 nuclear translocation imaging;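 active means inhibition above about 30% together with a positive call from visual inspection of the well image, limit read from the data; inconclusive means inhibition above a set limit but visual check negative; inactive means inhibition not above a set limit, visual check negative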;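 further: nuclear over cytoplasmic p65 intensity ratio measured by imaging; 0% = IL-1B stimulated DMSO wells and 100% = unstimulated DMSO wells; values of inactives mirror those of a sister screen read the other way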
MRP reversal cytotoxicity: second read-out of MRP reversal, no call of its own (marks repeat the call); viability, %; H69AR cells, CellTiter-Glo, 72 h; measured here: cytotoxicity without doxorubicin
MRP reversal with doxorubicin: also measured in MRP reversal; calls as there; viability, %; measured here: viability with 2 uM doxorubicin; hits give low values
IL1B NFkB inh cell count 2 µM: recorded beside IL1B NFkB inh, whose call it bears; cell count; measured here: cells passing quality filter;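 raw number of nuclei counted in each imaged well without normalization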
IL1B NFkB pot cell count 2 µM: further read-out of IL1B NFkB pot, marked with its call; cell count; measured here: cells passing quality filter
Numbers without * were called inactive; ? = inconclusive; . = not tested or not shown. This is a subset (hit frequency here may not be typical).

SMILES | IL1B NFkB pot | IL1B NFkB pot cell count 2 µM | MRP reversal | MRP reversal cytotoxicity | MRP reversal with doxorubicin | PLAP inhibitors HTS | Bcl-B displacement | IL1B NFkB inh | IL1B NFkB inh cell count 2 µM
CN1C(=O)CC(n2c(CO)nc3ccccc32)C1=O (stereo unspecified) | ? | . | 1 | 102 | 102 | 4% | -6% | -44 | 118
CCC(=O)N1c2ccc(S(=O)(=O)CCC(=O)NCCC3=CCCCC3)cc2CC1C (stereo unspecified) | -9 | 100 | -2 | 89 | 91 | -21% | -6% | 9 | 100
O=C(Nc1ccccc1C(=O)O)c1cccc(F)c1 | 1 | 171 | 2 | 101 | 99 | . | . | -1 | 171
CCCCc1nc(N2CCOCC2)c(C#N)c2c1COC(C)(C)C2 | -6 | 140 | . | . | . | -3% | -8% | 6 | 140
Cc1ccc(F)cc1NC(=O)Cc1ncc(C(F)(F)F)cc1Cl | . | . | . | . | . | 9% | 2% | . | .
COc1ccc(S(=O)(=O)N(C)CC(=O)NCc2ccco2)cc1 | . | . | 0 | 82 | 82 | -20% | 4% | . | .
O=c1c2ccccc2nc(N/N=C/c2ccc(O)cc2)n1O | 7 | 177 | . | . | . | -50% | 6% | -7 | 177
O=C1CCC(=O)N1OCCCOc1ccc2c(c1)CCC2 | 17 | 111 | -9 | 95 | 104 | -2% | -6% | -17 | 111
Cc1ccc(S(=O)(=O)c2cnc(-c3ccccc3)nc2Oc2ccccc2)cc1 | 15 | 106 | . | . | . | 20% | -13% | -15 | 106
CCOC(=O)c1nnn(-c2ccccc2C#N)c1C | 40 | 50 | . | . | . | 9% | -6% | -37 | 50
NNC(=O)c1ccc([N+](=O)[O-])c(CS(=O)(=O)c2ccc(Cl)cc2)c1 | 7 | 164 | . | . | . | 18% | 17% | -6 | 164
C1=C(c2ccccc2)CCN(c2nc3ccccc3n3cnnc23)C1 | -12 | 184 | 0 | 99 | 99 | -53% | -24% | 12 | 184
CC(CNCC1CCCO1)COc1ccccc1 (stereo unspecified) | . | . | 9 | 88 | 79 | -26% | 3% | . | .
O=C1CN(C(=O)COC(=O)CCC(=O)c2ccc3c(c2)OCCO3)c2ccccc2N1 | 20 | 164 | 16 | 111 | 95 | -3% | -5% | -20 | 164
Cc1ccccc1Cn1cc(S(=O)(=O)CC(=O)Nc2nccs2)c2ccccc21 | 6 | 158 | -11 | 62 | 73 | . | . | -6 | 158
Cc1nn(-c2cccc(C(F)(F)F)c2)c(Cl)c1/C=N/n1cnnc1 | 15 | 122 | 5 | 65 | 60 | 20% | -7% | -15 | 122
COc1ccccc1N1CCN(C(=O)N2CCOCC2)CC1 | -1 | 144 | -6 | 84 | 90 | 1% | -1% | 1 | 144
CCOc1ccccc1/C=c1\sc2ncnn2c1=O | 19 | 57 | -9 | 65 | 73 | -21% | -8% | -19 | 57
Cc1cc(C(F)F)n2nc(C(=O)Nc3ccccc3Br)nc2n1 | 3 | 163 | . | . | . | -4% | 0% | -3 | 163
O=C(C1CCC1)N1CCc2cc(S(=O)(=O)NCCN3CCN(c4ccccc4F)CC3)ccc21 | 32 | 146 | -5 | 83 | 88 | -26% | 0% | -32 | 146
CC(CNC(=O)C1CCCCC1C(=O)O)c1ccccc1 (stereo unspecified) | 27 | 85 | -2 | 96 | 98 | -12% | 0% | -27 | 85
O=C(CSc1nnc(NC2CCCCC2)s1)Nc1ccc(N2CCOCC2)cc1 | -3 | 172 | -1 | 75 | 76 | 10% | -4% | 3 | 172
CCN1CCN(C(=O)C2CCN(Cc3nc(-c4cccc(Cl)c4)oc3C)CC2)CC1 | -7 | 64 | 14 | 91 | 77 | -56% | 1% | 7 | 64
CCS(=O)(=O)c1ccc2oc(Nc3cc(C)cc(C)c3)nc2c1 | -16 | 151 | 9 | 60 | 50 | 3% | 0% | 16 | 151
CCn1cc(CNC(=O)c2cc(-c3ccccc3OC)nc3ccccc23)c(C)n1 | -3 | 102 | . | . | . | -14% | -2% | 3 | 102
Oc1c(Br)cc(C2N=C(c3ccccc3)NO2)cc1Br (stereo unspecified) | 8 | 139 | 18 | 109 | 91 | -2% | 1% | -8 | 139
Cc1cc(-c2c(C)[nH]n(-c3ccc(Cl)cc3)c2=O)n(-c2ccccc2)n1 | 8 | 188 | . | . | . | -5% | 12% | -8 | 188
CC/C(=N/Nc1ccccc1)c1cnnc(-c2ccccc2)n1 | 32 | 126 | 1 | 72 | 70 | . | . | -32 | 126
CCOC(=O)c1ccc(N2C(=O)CC(N3CCC(O)(c4ccc(Br)cc4)CC3)C2=O)cc1 (stereo unspecified) | -4 | 171 | -1 | 94 | 95 | -42% | 3% | 4 | 171
CCn1c(SCC(=O)Nc2ccc(S(N)(=O)=O)cc2)nnc1-c1cccc(OC)c1 | 7 | 137 | 10 | 96 | 86 | 9% | -3% | -7 | 137
Cc1nc2ncnn2c(N2CCN(C(=O)c3cccc(F)c3)CC2)c1Cc1ccccc1 | . | . | 27 | 58 | 31 | -20% | 2% | . | .
Cc1nc(SCC(=O)NCCc2ccccc2)nc(C)c1C | 0 | 58 | -6 | 89 | 94 | 20% | 7% | 0 | 58
CCOC(=O)/C(C#N)=C1\C=CN(C)C(C)=N1 | 26 | 121 | 18 | 99 | 81 | . | . | -26 | 121
COc1ccc(-c2oc3ncn4nc(COc5ccccc5)nc4c3c2-c2ccc(OC)cc2)cc1 | -4 | 128 | -4 | 84 | 89 | -6% | 0% | 4 | 128
CCCC1C2C(=O)N(c3ccccc3)C(=O)C2ON1c1ccccc1 (stereo unspecified) | 1 | 152 | 16 | 104 | 88 | -62% | 1% | -1 | 152
COC(=O)c1ccc(NC(=O)CSc2nnc(COc3ccc4c(c3)CCCC4)o2)cc1 | 2 | 88 | . | . | . | -2% | -6% | -2 | 88
Cc1ccc(NC2SC(=O)N(Cc3cccc(C(=O)O)c3)C2=O)cc1 (stereo unspecified) | -11 | 81 | 2 | 98 | 97 | 1% | 1% | 11 | 81
CCOc1cc(C(=O)Nc2ncccn2)cc(OCC)c1OCC | -1 | 128 | 7 | 88 | 81 | -26% | 0% | 1 | 128
CC1CN(Cc2nc3c(c(=O)n(C)c(=O)n3C)n2Cc2cccc(Cl)c2)CC(C)O1 (stereo unspecified) | -4 | 50 | . | . | . | -33% | -7% | 4 | 50
COc1ccc(-n2nc(C(=O)NCC(=O)NCc3ccco3)c3ccccc3c2=O)cc1Cl | 20 | 95 | -1 | 83 | 84 | 16% | -9% | -20 | 95

Twelve entries already listed, arranged by formula weight, descending:
SMILES | IL1B NFkB pot | IL1B NFkB pot cell count 2 µM | MRP reversal | MRP reversal cytotoxicity | MRP reversal with doxorubicin | PLAP inhibitors HTS | Bcl-B displacement | IL1B NFkB inh | IL1B NFkB inh cell count 2 µM
CCOC(=O)c1ccc(N2C(=O)CC(N3CCC(O)(c4ccc(Br)cc4)CC3)C2=O)cc1 (stereo unspecified) | -4 | 171 | -1 | 94 | 95 | -42% | 3% | 4 | 171
COc1ccc(-n2nc(C(=O)NCC(=O)NCc3ccco3)c3ccccc3c2=O)cc1Cl | 20 | 95 | -1 | 83 | 84 | 16% | -9% | -20 | 95
COC(=O)c1ccc(NC(=O)CSc2nnc(COc3ccc4c(c3)CCCC4)o2)cc1 | 2 | 88 | . | . | . | -2% | -6% | -2 | 88
CCn1c(SCC(=O)Nc2ccc(S(N)(=O)=O)cc2)nnc1-c1cccc(OC)c1 | 7 | 137 | 10 | 96 | 86 | 9% | -3% | -7 | 137
CC1CN(Cc2nc3c(c(=O)n(C)c(=O)n3C)n2Cc2cccc(Cl)c2)CC(C)O1 (stereo unspecified) | -4 | 50 | . | . | . | -33% | -7% | 4 | 50
Cc1nc2ncnn2c(N2CCN(C(=O)c3cccc(F)c3)CC2)c1Cc1ccccc1 | . | . | 27 | 58 | 31 | -20% | 2% | . | .
Oc1c(Br)cc(C2N=C(c3ccccc3)NO2)cc1Br (stereo unspecified) | 8 | 139 | 18 | 109 | 91 | -2% | 1% | -8 | 139
Cc1cc(-c2c(C)[nH]n(-c3ccc(Cl)cc3)c2=O)n(-c2ccccc2)n1 | 8 | 188 | . | . | . | -5% | 12% | -8 | 188
CCCC1C2C(=O)N(c3ccccc3)C(=O)C2ON1c1ccccc1 (stereo unspecified) | 1 | 152 | 16 | 104 | 88 | -62% | 1% | -1 | 152
CCOc1cc(C(=O)Nc2ncccn2)cc(OCC)c1OCC | -1 | 128 | 7 | 88 | 81 | -26% | 0% | 1 | 128
CC/C(=N/Nc1ccccc1)c1cnnc(-c2ccccc2)n1 | 32 | 126 | 1 | 72 | 70 | . | . | -32 | 126
CCOC(=O)/C(C#N)=C1\C=CN(C)C(C)=N1 | 26 | 121 | 18 | 99 | 81 | . | . | -26 | 121

Further records:
SMILES | IL1B NFkB pot | IL1B NFkB pot cell count 2 µM | MRP reversal | MRP reversal cytotoxicity | MRP reversal with doxorubicin | PLAP inhibitors HTS | Bcl-B displacement | IL1B NFkB inh | IL1B NFkB inh cell count 2 µM
CC1CC(C)CN(C(=O)CCCn2c(=S)[nH]c3ccccc3c2=O)C1 (stereo unspecified) | -5 | 101 | 13 | 88 | 75 | -24% | 8% | 6 | 101
CCN(CC)c1ccc(NC(=O)/C=C\c2ccccc2Cl)cc1 | 5 | 78 | . | . | . | 32% | -4% | -5 | 78
Cc1ccc(NC(=O)N2CCC(O)(c3cccnc3)CC2)cc1 | 1 | 148 | -16 | 78 | 94 | 12% | -2% | -1 | 148
CCN(CC)C(=O)COc1ccc2oc(C)c(C(=O)OC(C)C)c2c1 | 6 | 46 | -27 | 43 | 69 | -157% | -19% | -6 | 46
CC(=O)c1nn(-c2cccc(Br)c2)cc1C(=O)c1cccc2ccccc12 | 11 | 160 | . | . | . | 7% | -11% | -11 | 160
CCC(C(=O)Nc1ccccc1C(=O)N1CCCC1)N1C(=O)c2ccccc2C1=O (stereo unspecified) | -8 | 85 | 8 | 95 | 87 | -7% | -6% | 8 | 85
Cc1ccc2nc(Nc3nc(CSc4nnnn4-c4ccccc4)cc(=O)[nH]3)nc(C)c2c1 | -10 | 132 | 2 | 88 | 86 | -185% | -1% | 10 | 132
COCCSc1ccccc1C(=O)NCC1CCCO1 (stereo unspecified) | 12 | 125 | -1 | 70 | 71 | 4% | -7% | -12 | 125
COc1ccc(NC(=O)COc2nc(N(C)C)nc(N(C)C)n2)cc1 | 32 | 157 | -3 | 105 | 108 | -7% | -8% | -32 | 157
CN(C)C=NC(=O)/C(C#N)=C1\CCc2ccccc2N1 | -9 | 99 | 0 | 91 | 91 | 6% | -1% | 9 | 99
O=C(CCCN1C(=O)c2ccccc2C1=O)Nc1c2c(nc3c1CCC3)CCC2 | 20 | 50 | 18 | 104 | 86 | 5% | 4% | -18 | 50
OC1CCN(C(c2ccc3ncccc3c2)c2nnnn2C2CCCCC2)CC1 (stereo unspecified) | 4 | 166 | 13 | 88 | 75 | 16% | -7% | -4 | 166
CCSc1nnc(NC(=O)C2CCCN(S(=O)(=O)c3cnc[nH]3)C2)s1 (stereo unspecified) | 4 | 82 | -8 | 81 | 88 | 0% | -1% | -4 | 82
O=[N+]([O-])c1cc(/C=N/O)ccc1SCc1ccccc1 | 17 | 150 | . | . | . | 21% | 3% | -17 | 150
COc1c(C)cccc1C(=O)Nc1cc(-c2nn3c(C)nnc3s2)ccc1C | -4 | 89 | . | . | . | . | . | 4 | 89
COc1ccccc1NC(=S)NCCc1ccccc1 | ? | . | 2 | 98 | 95 | 10% | 5% | -46 | 53
Cc1ccc(/C(N)=N/OC(=O)c2ccc(F)cc2)cc1 | 6 | 153 | . | . | . | -8% | -1% | -6 | 153
COc1ccc(N2CCN(CC(=O)Nc3ccc(-n4cnnn4)cc3)CC2)cc1 | 3 | 93 | . | . | . | . | . | -3 | 93
CCOc1ccc(NC(=O)N(C2CCCCC2)C(C)c2ccncc2)cc1 (stereo unspecified) | 20 | 190 | . | . | . | -56% | 6% | -20 | 190
